STAT1 act: STAT1 signaling activators, primary screen, cell-based, HTS, luciferase reporter; hit rate 2.6% among 200,000; activation (% of control), % at 5.5 µM; NIH 3T3 STAT1-luciferase reporter, IFN-gamma, luminescence; 100% = IFN-gamma alone, no compound;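 active = activation above the screen-wide mean activation plus 3 SD, cut at about 130% in these data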;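 note: raw ratio to IFN-gamma control signal so 100% means no change and 0% no light; values of inactives mirror those of a sister screen read the other way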
APP 5UTR inh: inhibitors of APP translation via 5'UTR reporter, primary screen, APP 5'UTR luciferase, SH-SY5Y cells; SH-SY5Y APP 5'UTR-luciferase reporter, luminescence; inhibition, % at 2 µM; hit rate 0.82% among 190,000; AID 1285, 2008;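 active = inhibition above a set limit, derived from the sample mean plus 3 SD, cut at about 45% in these data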; note: values of inactives mirror those of a sister screen read the other way
APP 5'UTR act: activators of APP 5'UTR luciferase reporter, primary screen, SH-SY5Y cells. activation, % at 2 µM. SH-SY5Y APP 5'UTR luciferase reporter, luminescence; zero percent = DMSO vehicle wells. hit rate 1% among 190,000;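 active = activation above a set limit, based on mean plus 3 SD of controls, cut at about 140% in these data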; note: values of inactives mirror those of a sister screen read the other way
STAT3 inh: IL-6 driven STAT3 reporter inhibitors, primary screen, U3A cells, luciferase, luminescence, MLSCN library | IL-6 STAT3-luciferase reporter; host cell line lacks STAT1 | inhibition, % at 5.5 µM | hit rate 0.89% among 190,000;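 active = inhibition above the mean inhibition across all screened compounds plus 3 SD, cut at about 44% in these data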;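 note: 0% = DMSO only wells and 100% = 100 µM nifuroxazide control wells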
ROMK mod: ROMK potassium channel modulators, primary screen, cell-based, thallium flux, MLSMR library | ATP-sensitive inward rectifier potassium channel 1 (Homo sapiens), P48048 | Tet-inducible ROMK, thallium flux fluorescence; actives lie on both sides | B-score at 10 µM | hit rate 2% among 130,000;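 active = signal ratio slope over the read window, or its plate-corrected B-score, at least 3 SD from the plate mean, either direction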;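 note: B-score of the F/F0 ratio slope over 7 to 12 s after thallium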
Target sequence (P48048 whole entry, looked up): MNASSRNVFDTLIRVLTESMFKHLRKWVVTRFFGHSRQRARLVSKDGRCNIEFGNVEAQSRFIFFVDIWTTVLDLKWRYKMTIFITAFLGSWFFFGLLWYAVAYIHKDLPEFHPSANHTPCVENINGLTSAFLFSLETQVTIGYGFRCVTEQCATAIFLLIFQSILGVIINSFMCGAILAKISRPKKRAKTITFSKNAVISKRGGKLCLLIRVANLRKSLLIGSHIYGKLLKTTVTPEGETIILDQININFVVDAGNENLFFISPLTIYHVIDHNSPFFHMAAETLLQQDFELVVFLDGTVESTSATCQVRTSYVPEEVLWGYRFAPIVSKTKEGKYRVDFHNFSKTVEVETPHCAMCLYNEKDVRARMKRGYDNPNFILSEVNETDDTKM
FLuc stim CS: FLuc activators, initial screening, artefact control for FLuc-dependent activation tests, biochemical, ATPlite luminescence. Luciferin 4-monooxygenase (Photinus pyralis), P08659. ATPlite luciferase biochemical, 10 min; 0 = ATP-free wells, 1 = DMSO control. activation factor at 10 µM. 200,000 tested, under 10 active. AID 1027, 2008;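 active = luciferase activation factor, scaled between plate controls, of at least 2 with compound at 10 µM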
Target sequence (P08659 whole entry, looked up): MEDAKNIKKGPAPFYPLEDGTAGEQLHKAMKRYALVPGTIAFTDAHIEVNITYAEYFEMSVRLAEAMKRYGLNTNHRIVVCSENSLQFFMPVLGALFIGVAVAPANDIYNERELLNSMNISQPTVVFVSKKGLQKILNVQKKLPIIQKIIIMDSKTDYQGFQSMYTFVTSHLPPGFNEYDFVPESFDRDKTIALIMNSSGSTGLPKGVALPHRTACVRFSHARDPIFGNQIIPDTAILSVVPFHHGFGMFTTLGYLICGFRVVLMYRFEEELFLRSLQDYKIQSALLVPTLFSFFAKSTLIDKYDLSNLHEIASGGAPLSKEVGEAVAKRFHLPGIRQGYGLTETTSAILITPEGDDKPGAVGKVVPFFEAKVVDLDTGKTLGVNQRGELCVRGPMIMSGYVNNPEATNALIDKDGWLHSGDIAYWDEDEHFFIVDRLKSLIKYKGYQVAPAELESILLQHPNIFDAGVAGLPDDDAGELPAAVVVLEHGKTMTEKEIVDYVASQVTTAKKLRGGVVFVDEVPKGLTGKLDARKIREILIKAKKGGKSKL
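test system = cell-free luciferase reagent | medium = PBS as buffer for the ATP substrate | dosing = test compounds dosed from 2 mM stocks in 100% DMSO | incubation = 10 min at ambient temperature | detection = luminescence measurement of luciferase light output | benchmarks = low control with PBS replacing ATP, high control enzyme plus ATP without compound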
STAT3 act: IL-6 driven STAT3 reporter potentiators, primary screen, U3A cells, luciferase, luminescence, MLSCN library. IL-6 STAT3-luciferase reporter; 100% = signal with IL-6 EC80 alone. hit rate 0.91% among 190,000. activation (% of control), % at 5.6 µM. AID 871, 2007;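 active = activation above the screen-wide mean of compound activation plus 3 SD, cut at about 130% in these data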;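 note: 0% = background luminescence of wells with medium and substrate only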
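System – human U3A cells carrying STAT3-luciferase construct · Probe or stimulus – Interleukin-6, 33 ng/mL · Schedule – compound 1 h, then IL-6 6 h at 37 °C · Signal – luminescence from STAT3-driven luciferase reporter · Evaluation – percent of IL-6-only median luminescence · Benchmarks – IL-6-only high control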
FLuc inhib CS: firefly luciferase enzyme inhibitors, primary screen, artefact control for luciferase-based inhibitor screens, biochemical, luminescence, ATPLite; Luciferin 4-monooxygenase (Photinus pyralis), P08659; 10 min; inhibition, % at 10 µM; hit rate 1.5% among 200,000;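 active = inhibition above about 50% when tested at 10 µM, limit read from the data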
STAT1 inh: STAT1 signaling inhibitors, primary screen, cell-based, HTS, luciferase reporter. inhibition, % at 5.5 µM. AID 920, 2007. NIH 3T3 STAT1-luciferase reporter, IFN-gamma, luminescence. hit rate 0.35% among 200,000;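 active = inhibition above a set limit, the mean inhibition across all tested compounds plus 3 SD, cut at about 34% in these data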;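 note: 0% = IFN-gamma with DMSO and 100% = IFN-gamma with 300 µM nifuroxazide; values of inactives mirror those of a sister screen read the other way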
NF-kB neuron act: activators of NF-kB expression in neurons, primary screen, cell-based, HTS. hit rate 1.6% among 190,000. fold change at 12.5 µM. human neuronal cells, NF-kB reporter expression; stronger effect = higher value; in the data active = fold change above about 3.3
Numbers without * were called inactive; . = no result given.

SMILES | STAT1 act | APP 5UTR inh | APP 5'UTR act | STAT3 inh | ROMK mod | FLuc stim CS | STAT3 act | FLuc inhib CS | STAT1 inh | NF-kB neuron act
O=C(Nc1ccc(S(=O)(=O)C(F)F)cc1)c1cccc(S(=O)(=O)N2CCOCC2)c1 | 92.6 | -5.4 | 5.4 | 11.9 | . | 1.1 | 94.5 | -8.9 | 8.1 | 0.63
CCOC(=O)c1ccccc1NC(=S)N1CCN(C2CCCCC2)CC1 | 97.8 | -1.3 | 1.3 | 7.3 | -0.851 | 1 | 100.4 | -3.7 | 1.0 | 1.15
Cc1nc2[nH]c(=O)c3c(n2n1)NC1=C(C(=O)CC(C)(C)C1)C3c1ccccc1 (stereo unspecified) | 98.6 | -0.1 | 0.1 | -4.1 | -0.0868 | 1 | 107.2 | -2.2 | 1.5 | 0.84
CCOc1ccccc1Oc1cn[nH]c1-c1ccc(OC)cc1O | 101.0 | 5.6 | -5.6 | 5.9 | . | 1 | 97.2 | -3.7 | -1.1 | 0.79
COCCCNC(=O)CSc1c2c(nc3ccc(Cl)cc13)CCCC2 | 95.2 | -6.0 | 6.0 | 7.7 | 0.688 | 1.1 | 103.9 | -8.5 | 4.5 | 0.9
COc1ccc(S(=O)(=O)NC(C(C)C)C(C)C)cc1OC | 101.4 | -6.0 | 6.0 | 1.1 | . | 1.1 | 102.7 | -5.8 | -1.6 | 1.34
Cc1ccc(/C=C/C(=O)c2ccc(C)cc2)cc1 | 112.1 | -33.5 | 33.5 | 7.8 | 0.664 | 0.5 | 96.1 | 54.1* | -15.4 | 1.6
Cc1cc(C(=O)CN2C(=O)c3ccccc3S2(=O)=O)c(C)n1CC1CCCO1 (stereo unspecified) | 26.9 | 86.0* | -86.0 | 112.1* | . | 0.6 | 9.8 | 42.3 | 78.7* | 0.32
O=C(CCCN1C(=O)/C(=C/c2ccccc2)SC1=S)Nc1cccc(O)c1 | 97.9 | -1.6 | 1.6 | 1.1 | -0.914 | 1 | 100.2 | 0.5 | 1.2 | 3.04
CCOC(=O)Cn1c(CN(C)Cc2ccccc2)nc2c1c(=O)n(C)c(=O)n2C | 73.5 | 0.1 | -0.1 | 7.1 | 0.341 | . | 95.9 | . | 24.9 | .
CCOc1ccccc1Oc1ccc(C(F)(F)F)cn1 | 104.7 | -10.5 | 10.5 | -3.1 | 0.561 | 1 | 104.5 | -1.1 | -2.8 | 1.8
CC(=O)c1ccc(N2CCN(c3ccc(C(F)(F)F)cn3)CC2)cc1 | 92.2 | -17.2 | 17.2 | 33.1 | . | 1 | 70.8 | -3.1 | 8.6 | 0.71
CCCCC(=O)N(c1ccc(OCC)cc1)C1C=CS(=O)(=O)C1 (stereo unspecified) | 99.2 | -13.3 | 13.3 | 4.8 | 0.00282 | 1.1 | 99.6 | -6.6 | -0.9 | 1.18
COc1ccc(NC(=O)C2CCC(CNS(=O)(=O)c3cccs3)CC2)cc1 (stereo unspecified) | 98.0 | 2.9 | -2.9 | 10.8 | 0.0806 | 1 | 92.3 | -3.3 | 1.1 | 1
Cc1cn(C2OC(COC(=O)c3ccccc3)C(O)C2O)c(=O)[nH]c1=O (stereo unspecified) | 95.5 | -8.9 | 8.9 | 13.0 | 0.532 | 1 | 93.4 | -4.2 | 4.9 | 0.9
COc1cc(C(=O)NCCC(=O)N2CCN(C)CC2)cc(OC)c1OC | 101.9 | 7.8 | -7.8 | 5.6 | 0.0114 | 1 | 97.2 | -3.3 | -4.0 | 0.91
COc1ccc2c(=O)c3c(=O)n(-c4ccccc4)c(-c4ccco4)nc3oc2c1 | 112.3 | -31.0 | 31.0 | 1.4 | 0.00983 | 1 | 97.0 | -3.0 | -10.5 | 1.35
CN(C)c1ccc(-n2cccc2/C=N/n2cnnc2)cc1 | 94.2 | -10.9 | 10.9 | 10.3 | 0.095 | 1.1 | 89.5 | -6.4 | 6.5 | 0.88
Cc1ccc(C)c(N(C(=O)CS(=O)CC(=O)Nc2ccc3c(c2)OCO3)C(C)C(=O)NC2CCCC2)c1 (stereo unspecified) | 98.2 | 16.9 | -16.9 | -7.4 | . | 1.1 | 107.0 | -7.2 | 1.9 | 1.51
Cc1ccc(-c2onc3ccc(C4(C)OCCO4)cc23)cc1 | 97.3 | . | . | 7.6 | -0.243 | 1.1 | 99.3 | -8.1 | 2.9 | 0.91
Cc1ccc(C)c(NC(=O)c2oc(=O)c3ccccc3c2-c2ccccc2)c1 | 97.0 | -13.9 | 13.9 | -12.7 | 0.237 | 1 | 108.2 | -1.4 | 3.3 | 0.88
Cc1ccc(NC(=O)CSc2ccccc2NC(=O)c2ccccc2)cc1Cl | 114.8 | -20.8 | 20.8 | -7.6 | -0.828 | 1.1 | 104.8 | -5.8 | -15.6 | 1.56
Cc1ccc(S(=O)(=O)Cn2nnnc2C(c2ccc(F)cc2)N2CCC(C(N)=O)CC2)cc1 (stereo unspecified) | 100.2 | 0.8 | -0.8 | -2.5 | . | 1.1 | 107.0 | -7.2 | -0.2 | 1.16
CC(OC(=O)c1cccnc1)C(=O)NCc1ccc2c(c1)OCO2 (stereo unspecified) | 107.4 | -8.1 | 8.1 | 9.3 | . | 1 | 96.3 | -4.9 | -8.2 | 1.27
COc1ccc(CNC(=O)Nc2cccc3ccccc23)cc1 | 107.9 | -8.6 | 8.6 | -1.7 | 1.72 | 1 | 101.6 | 0.4 | -8.6 | 0.95

Full records, looked up by structure. Order of screens: STAT1 act | APP 5UTR inh | APP 5'UTR act | STAT3 inh | ROMK mod | FLuc stim CS | STAT3 act | FLuc inhib CS | STAT1 inh | NF-kB neuron act
COc1ccc(NC(=O)C2CCC(CNS(=O)(=O)c3cccs3)CC2)cc1 (stereo unspecified) as listed: 98.0 | 2.9 | -2.9 | 10.8 | 0.0806 | 1 | 92.3 | -3.3 | 1.1 | 1
CCCCC(=O)N(c1ccc(OCC)cc1)C1C=CS(=O)(=O)C1 (stereo unspecified) as listed: 99.2 | -13.3 | 13.3 | 4.8 | 0.00282 | 1.1 | 99.6 | -6.6 | -0.9 | 1.18

The listing picks up; the 2 compounds before the break are reprinted first.
SMILES | STAT1 act | APP 5UTR inh | APP 5'UTR act | STAT3 inh | ROMK mod | FLuc stim CS | STAT3 act | FLuc inhib CS | STAT1 inh | NF-kB neuron act
CC(OC(=O)c1cccnc1)C(=O)NCc1ccc2c(c1)OCO2 (stereo unspecified) | 107.4 | -8.1 | 8.1 | 9.3 | . | 1 | 96.3 | -4.9 | -8.2 | 1.27
COc1ccc(CNC(=O)Nc2cccc3ccccc23)cc1 | 107.9 | -8.6 | 8.6 | -1.7 | 1.72 | 1 | 101.6 | 0.4 | -8.6 | 0.95
CC(=O)C1=C(C)NC(SCC(N)=O)=C(C#N)C1CC(C)C (stereo unspecified) | 98.3 | -33.3 | 33.3 | 4.8 | -0.338 | 1 | 103.5 | -3.2 | -0.2 | 1.05
CCC1CCCCN1c1nc2c(C=O)c(C)nn2c2ccccc12 (stereo unspecified) | 103.0 | 3.0 | -3.0 | 5.0 | -2.35 | 1.1 | 98.7 | -9.8 | -3.4 | 0.86
O=C(Oc1coc(CSc2ncccn2)cc1=O)c1cccc([N+](=O)[O-])c1 | 86.8 | -0.3 | 0.3 | 14.4 | -1.82 | 1 | 93.8 | -3.1 | 13.9 | 1
COCCCNS(=O)(=O)c1ccc(S(=O)(=O)N2CCCC2)cc1 | 98.0 | -5.7 | 5.7 | 12.9 | 0.332 | 1 | 93.7 | 3.4 | 2.1 | 1.12
CCOc1cc(CNn2cnnc2)cc(Br)c1OCC(=O)NC1CCCCC1 | 91.5 | 3.1 | -3.1 | 1.8 | 1.32 | 1 | 101.5 | -1.6 | 9.2 | 1.1
Cc1ccc(NC(=O)CSc2nc(C)c(C)c(C)n2)c([N+](=O)[O-])c1 | 103.0 | -17.7 | 17.7 | -3.8 | 0.708 | 1 | 104.2 | -1.7 | -3.8 | 1.76
Cc1ccc(CNC(=O)CSCc2cccc(F)c2)cc1 | 118.7 | -3.5 | 3.5 | 2.7 | 0.0588 | 1 | 108.9 | -3.5 | -21.3 | 1.19
COc1ccccc1CC(=O)NN1C(=O)c2ccccc2C1=O | 94.6 | -5.3 | 5.3 | -3.3 | -0.291 | 1 | 102.9 | -2.7 | 6.1 | 1.58
Cc1ccc(CNCC2CCCO2)o1 (stereo unspecified) | 102.1 | 6.5 | -6.5 | 6.9 | . | 1 | 95.7 | -3.0 | -2.3 | 1.02
OCCSc1ncnc2c1oc1ccccc12 | 97.4 | -8.1 | 8.1 | 17.2 | 0.196 | 0.9 | 90.8 | 7.4 | 2.9 | 1.31
COc1cc(NC(=O)c2cc(C)nc3ccccc23)cc(OC)c1OC | 99.4 | -32.1 | 32.1 | 2.6 | -0.00165 | 1 | 101.2 | -3.5 | 0.3 | 1.11
CCCCN(C)Cc1c(C)[nH]c2ccc(Cl)cc2c1=O | 98.9 | 1.6 | -1.6 | -2.6 | 0.264 | 1 | 104.6 | 2.0 | 1.2 | 1.17
COc1ccccc1N1CCN(S(=O)(=O)/C=C/c2ccccc2)CC1 | 102.5 | 5.3 | -5.3 | 2.8 | -0.0409 | 1 | 101.5 | -2.1 | -2.7 | 0.87
CC1CCCCN1C(=O)Cn1c(=O)n(CCC(=O)NCc2ccco2)c(=O)c2sccc21 (stereo unspecified) | 101.0 | 9.4 | -9.4 | 0.9 | . | 1 | 103.7 | -3.5 | -1.1 | 1
CC1CCCC(NC(=O)CC2Nc3ccccc3NC2=O)C1C (stereo unspecified) | 100.3 | -12.5 | 12.5 | 13.1 | 1.23 | 1.1 | 95.2 | -8.3 | -0.3 | 1.12
CCN(CC)CCCN(Cc1cc2cc3c(cc2[nH]c1=O)OCO3)C(=S)Nc1ccccc1 | 110.6 | 8.2 | -8.2 | -6.4 | -0.454 | 1.1 | 108.5 | -8.5 | -13.7 | 0.8
Cc1ccc(C(=O)Nc2sc(C(=O)N(C)C)c(C)c2C#N)cc1 | 101.1 | -7.2 | 7.2 | 2.4 | 0.275 | 1.1 | 96.0 | -6.6 | -1.2 | 0.96
CCc1c(C#N)c(SCCC(=O)Nc2ccc(C)cc2)nc2c1C(=O)CC(C)(C)C2 | 94.9 | 7.4 | -7.4 | 12.2 | -0.577 | 1 | 90.0 | -3.9 | 5.5 | 0.85
NS(=O)(=O)c1ccc(Oc2ccc(S(N)(=O)=O)cc2)cc1 | 89.0 | -15.0 | 15.0 | 2.6 | 0.444 | 1.1 | 99.0 | -5.1 | 10.4 | 1.1
CCOc1ccccc1-c1cc(-c2n[nH]c(=S)n2CC)c2ccccc2n1 | 100.9 | -0.7 | 0.7 | -4.5 | -0.284 | 1.1 | 102.3 | -5.9 | -0.8 | 1.11

Outcome played no part in choosing rows. About 7.1% of those tested had a hit in this group.
